Pf apPOL block = Pf-apPOL DNA polymerase inhibition; Recombinant Pf-apPOL, molecular beacon fluorescence, 1.5 h; inhibition, % at 10 µM; hit rate 0.25% among 210,000; AID 1794808
mHTT-CaM PPI inh = disrupts binding of mutant huntingtin to calmodulin; AlphaScreen His-mHTT/GST-CaM binding, luminescence; hit rate 3.6% among 190,000; P42858; AID 1671202; inhibition, % at 15 µM;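 also: 0% = both proteins with DMSO and 100% = one protein alone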
Target sequence (P42858 whole entry, looked up, stated change not applied): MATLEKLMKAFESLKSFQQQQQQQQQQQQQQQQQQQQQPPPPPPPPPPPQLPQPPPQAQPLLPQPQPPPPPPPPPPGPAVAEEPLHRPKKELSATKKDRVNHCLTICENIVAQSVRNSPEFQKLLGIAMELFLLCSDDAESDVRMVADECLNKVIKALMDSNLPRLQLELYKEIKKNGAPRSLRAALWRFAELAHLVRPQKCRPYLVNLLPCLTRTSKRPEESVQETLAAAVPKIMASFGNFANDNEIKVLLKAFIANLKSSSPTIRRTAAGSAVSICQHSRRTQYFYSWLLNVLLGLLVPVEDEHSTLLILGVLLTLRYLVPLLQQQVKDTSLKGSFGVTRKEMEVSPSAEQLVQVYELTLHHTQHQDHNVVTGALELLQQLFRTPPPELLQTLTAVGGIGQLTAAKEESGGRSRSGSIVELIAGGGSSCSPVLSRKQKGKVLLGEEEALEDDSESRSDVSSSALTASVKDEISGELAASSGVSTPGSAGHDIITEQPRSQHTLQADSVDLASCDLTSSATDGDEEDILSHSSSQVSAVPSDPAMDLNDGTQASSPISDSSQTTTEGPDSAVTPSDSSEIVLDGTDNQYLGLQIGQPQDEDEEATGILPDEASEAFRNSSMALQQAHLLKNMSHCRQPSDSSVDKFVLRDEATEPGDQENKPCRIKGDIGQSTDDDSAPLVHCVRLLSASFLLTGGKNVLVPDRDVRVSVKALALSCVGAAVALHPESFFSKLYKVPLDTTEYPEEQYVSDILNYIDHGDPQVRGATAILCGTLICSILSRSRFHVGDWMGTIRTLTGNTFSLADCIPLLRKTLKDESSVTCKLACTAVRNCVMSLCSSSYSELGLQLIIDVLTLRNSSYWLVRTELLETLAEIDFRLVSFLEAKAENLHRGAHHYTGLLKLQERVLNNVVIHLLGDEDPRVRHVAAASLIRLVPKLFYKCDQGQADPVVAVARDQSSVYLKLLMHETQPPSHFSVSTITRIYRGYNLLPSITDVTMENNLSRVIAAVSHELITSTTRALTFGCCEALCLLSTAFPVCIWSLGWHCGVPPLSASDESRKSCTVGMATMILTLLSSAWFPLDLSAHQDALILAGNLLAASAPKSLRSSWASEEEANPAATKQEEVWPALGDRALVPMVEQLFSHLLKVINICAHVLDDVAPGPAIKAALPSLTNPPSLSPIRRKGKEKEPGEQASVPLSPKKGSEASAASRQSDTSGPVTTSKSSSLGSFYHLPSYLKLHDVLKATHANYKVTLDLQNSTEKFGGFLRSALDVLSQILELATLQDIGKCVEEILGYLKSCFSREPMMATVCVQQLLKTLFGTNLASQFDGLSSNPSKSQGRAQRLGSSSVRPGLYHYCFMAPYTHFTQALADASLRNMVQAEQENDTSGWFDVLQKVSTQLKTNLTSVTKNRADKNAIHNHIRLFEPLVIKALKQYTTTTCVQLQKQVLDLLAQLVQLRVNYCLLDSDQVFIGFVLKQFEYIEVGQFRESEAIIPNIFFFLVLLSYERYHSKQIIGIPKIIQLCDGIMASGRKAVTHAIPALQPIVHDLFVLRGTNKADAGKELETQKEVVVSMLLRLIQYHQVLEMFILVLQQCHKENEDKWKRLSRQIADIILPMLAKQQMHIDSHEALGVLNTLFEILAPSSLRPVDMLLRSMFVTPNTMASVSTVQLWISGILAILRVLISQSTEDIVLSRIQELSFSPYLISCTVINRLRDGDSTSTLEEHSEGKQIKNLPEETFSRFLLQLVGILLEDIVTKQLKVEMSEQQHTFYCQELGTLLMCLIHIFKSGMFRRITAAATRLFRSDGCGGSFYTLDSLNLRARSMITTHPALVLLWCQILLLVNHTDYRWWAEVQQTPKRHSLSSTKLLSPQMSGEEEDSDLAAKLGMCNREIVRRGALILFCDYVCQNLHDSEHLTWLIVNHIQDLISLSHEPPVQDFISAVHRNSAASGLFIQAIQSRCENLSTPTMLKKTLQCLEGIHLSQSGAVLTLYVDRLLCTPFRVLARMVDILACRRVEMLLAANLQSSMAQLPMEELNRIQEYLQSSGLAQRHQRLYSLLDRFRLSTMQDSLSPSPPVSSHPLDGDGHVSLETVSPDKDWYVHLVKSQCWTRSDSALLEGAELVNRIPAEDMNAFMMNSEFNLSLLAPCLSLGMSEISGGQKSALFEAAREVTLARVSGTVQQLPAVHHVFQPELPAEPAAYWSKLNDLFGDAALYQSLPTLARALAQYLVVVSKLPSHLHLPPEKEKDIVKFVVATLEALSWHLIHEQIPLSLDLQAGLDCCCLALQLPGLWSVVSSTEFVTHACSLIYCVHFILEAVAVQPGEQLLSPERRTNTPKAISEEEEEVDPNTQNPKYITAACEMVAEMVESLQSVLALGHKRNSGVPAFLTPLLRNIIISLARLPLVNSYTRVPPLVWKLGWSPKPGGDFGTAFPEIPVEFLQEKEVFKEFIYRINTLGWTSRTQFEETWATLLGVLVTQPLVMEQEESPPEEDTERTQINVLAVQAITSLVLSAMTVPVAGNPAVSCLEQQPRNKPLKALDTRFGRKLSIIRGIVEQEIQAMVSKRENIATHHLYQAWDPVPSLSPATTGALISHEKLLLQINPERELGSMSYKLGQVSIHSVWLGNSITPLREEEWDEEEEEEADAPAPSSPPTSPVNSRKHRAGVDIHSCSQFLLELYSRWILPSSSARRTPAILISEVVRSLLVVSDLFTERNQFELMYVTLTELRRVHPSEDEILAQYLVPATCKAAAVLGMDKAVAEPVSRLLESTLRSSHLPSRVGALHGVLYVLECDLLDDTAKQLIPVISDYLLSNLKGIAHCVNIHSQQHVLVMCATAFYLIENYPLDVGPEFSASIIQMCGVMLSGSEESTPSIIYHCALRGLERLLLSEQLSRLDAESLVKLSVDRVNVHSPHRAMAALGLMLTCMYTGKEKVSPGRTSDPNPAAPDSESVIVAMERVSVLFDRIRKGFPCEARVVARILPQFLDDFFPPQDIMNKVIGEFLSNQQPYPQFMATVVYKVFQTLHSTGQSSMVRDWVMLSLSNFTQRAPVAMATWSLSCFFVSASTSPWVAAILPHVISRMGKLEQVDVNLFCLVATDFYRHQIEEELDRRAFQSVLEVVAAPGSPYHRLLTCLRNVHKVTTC
Starred values were filed as active, the others as inactive; i = inactive; . = not tested or not shown; & = joins results of further samples; ! = not confirmed by another sample. Rule as the data show it: active = inhibition above about 50%; inactive = the rest.

SMILES,Pf apPOL block,mHTT-CaM PPI inh
CC(=O)Nc1cccc2c1sc1nc3n(c(=O)c12)CCCCC3,-1,12
COc1ccccc1NC(C)=O,-3,3
CCCCN(CCCC)S(=O)(=O)c1ccc(C(=O)Nc2nnc(-c3ccc(F)cc3)o2)cc1,-33,9
COc1cccc(N2C(=O)/C(=C/c3ccc([N+](=O)[O-])cc3)C=C2c2ccccc2)c1,4,34
Cc1ccc(C2=N/C(=C\c3ccccc3F)C(=O)O2)cc1[N+](=O)[O-],0,0
COc1ccc(OCC(=O)N2CCN(c3nc4ccncc4n(C(C)C)c3=O)CC2)cc1,-8,6
CCCc1c(SC(=O)N(C)C)ccc(C(C)=O)c1O,2,.
Cc1ccc(CNC(=O)COc2ccc(C)c(C)c2)cc1,-1,-7
CC1(C)CC(=O)C2=C(C1)N(c1ccc(F)cc1)C(N)=C(C#N)C2c1cc(Br)cs1 (stereo not drawn),-4,81*
Cc1nc2ccc(NC(=O)N3CCC(c4ccccc4)C3)cc2nc1C (stereo not drawn),1,16
O=c1oc2ccccc2cc1-c1csc(-c2ccccc2Cl)n1,4,-10
CC1=C(C(=O)Nc2cccc(F)c2)C(c2ccccn2)C2=C(CC(c3ccccc3)CC2=O)N1 (stereo not drawn),-3,-18
Cc1ccc(C(=O)Nc2c(C)cc(Br)cc2C)c(Cl)c1,-10,-6
C=CCn1ccc2ccn(Cc3nc(Cc4ccccc4)no3)c(=O)c21,-4,-12
COc1ccccc1-c1nc2ccc(C)cn2c1NC(=O)C(C)(C)CCl,9,3
O=c1[nH]nc(SCc2cccc(Oc3ccccc3)c2)c(=O)[nH]1,72*,7

Part of the list above, reformatted.
CC1(C)CC(=O)C2=C(C1)N(c1ccc(F)cc1)C(N)=C(C#N)C2c1cc(Br)cs1 (stereo not drawn)
  Pf apPOL block = -4	mHTT-CaM PPI inh = 81*

Cc1ccc(C(=O)Nc2c(C)cc(Br)cc2C)c(Cl)c1
  Pf apPOL block = -10	mHTT-CaM PPI inh = -6

O=c1[nH]nc(SCc2cccc(Oc3ccccc3)c2)c(=O)[nH]1
  Pf apPOL block = 72*	mHTT-CaM PPI inh = 7

Cc1nc2ccc(NC(=O)N3CCC(c4ccccc4)C3)cc2nc1C (stereo not drawn)
  Pf apPOL block = 1	mHTT-CaM PPI inh = 16

More results follow:
SMILES,Pf apPOL block,mHTT-CaM PPI inh
CCC1COCCS(=O)(=O)N1Cc1ccc(C)cc1 (stereo not drawn),-6,-12
O=C(Nc1ccccc1)N1C(=O)C2(OCCO2)c2cc(Br)ccc21,-2,-8
Cc1ccc(N2CCN(C(C)C(=O)NCC3CCCO3)CC2)cc1 (stereo not drawn),-3,-8
COCCCNC(=O)c1c[nH]c2ccc(S(=O)(=O)N(C)c3ccc(C)c(C)c3)cc2c1=O,-20,28
COCC1CCCN(Cc2cc(OC)cc(OC)c2)C1 (stereo not drawn),13,-7
CS(=O)(=O)Nc1ccc2c(c1)OCO2,.,-5
O=C(c1ccc2c(c1)OCO2)N1CCN(c2ncccn2)CC1,1,0
Cc1ccc(C(=O)NCCN=Cc2ccc([N+](=O)[O-])o2)cc1,-4,39
O=C(c1cn(-c2ccc(Cl)cc2)c(=O)c2ccccc12)N1CCN(c2ccccc2)CC1,-4,0
O=c1cc(O)c2sc3nc4c(c(C(F)(F)F)c3c2[nH]1)CCCC4,.,1
COc1ccccc1C=C1SC(=S)N(C(CC(=O)O)C(=O)O)C1=O (stereo not drawn),-12,6
NC(=O)Cn1nc2c3c(cccc3c1=O)-c1ccccc1-2,61*!,1&-1
C=CCOC(=O)COc1ccc2c(C)c(-c3ccccc3)c(=O)oc2c1,-2,-11
CCOc1ccc(NC(=O)COc2ccc([N+](=O)[O-])c(C)c2)cc1,-18,1
Cc1cccc(C(=O)N2CCC(=O)N([C@H](COCc3ccccc3)Cc3ccccc3)CC2)c1,-6&-10,65*!
COc1ccc(-n2nc3c(c2NC(=O)c2ccccc2Cl)CS(=O)(=O)C3)cc1,-1,4
CC(=O)Nc1ccc(OCc2ccc(S(=O)(=O)N(C)C)o2)cc1,-3,-12
Cc1cccc2nnc(N3CCN(C(=O)c4cccc(Br)c4)CC3)n12,0,-3
OCCOCCOc1ccc(Br)cc1OCCOCCO,-9,-6
CCCNC(=O)C1CCN(Cc2c(C)n(CC)c3ccccc23)CC1,-2,8
CS(=O)(=O)N1CCC(C(=O)N2CCC3(CC2)OCCS3)CC1,-6,-14
O=C1c2ccccc2C(=O)N1CCSc1nnc(-c2cccs2)n1-c1ccccc1,-11,0
O=C1C(c2ccncc2)N(Cc2ccc(C(F)(F)F)cc2)C(=O)CN1C1CCCCC1 (stereo not drawn),-7,8
Cc1ccc(C2=C/C(=C\c3cccs3)C(=O)O2)cc1C,-4,23
COc1ccccc1NC(=O)C1CC(=O)N(C)C(=Nc2ccc(Cl)cc2)S1 (stereo not drawn),6,6
Cc1ccnc(NS(=O)(=O)Cc2ccccc2)c1,1,0
Cc1ccc(NC(=O)C2CCN(c3cc(C(=O)N4CCCC4)ccn3)CC2)cc1F,-2,5
CCCN(C)C(=O)c1nc(N2CCCC2)c2c(C)cc(C)nc2n1,0,-6
CC(C)c1nc(N=CN(C)C)nc(=O)n1C,-2&-6,.
COC(=O)C1CN(Cc2ccc(OC)cc2)CCS(=O)(=O)N1Cc1cn(Cc2ccc(C)cc2)nn1 (stereo not drawn),-3,-8
COc1cc2c(cc1OC)C(C)N(C(=O)Nc1cccc(C(F)(F)F)c1)CC2 (stereo not drawn),-10,.
CC(=O)n1cc(/C=C2\C(=O)NC(=O)N(c3ccc(C)cc3)C2=O)c2ccccc21,2,2
O=C(Nc1ccc(Cl)cc1)c1ccnc(-c2ccsc2)c1,4,23
COc1ccc(CCNC(=O)Cn2cc3c(n2)CCCCC3)cc1OC,-3,0
O=C(Nc1ccc(C(F)(F)F)cc1[N+](=O)[O-])O[C@H]1[C@H](Cc2ccccc2)NS(=O)(=O)[C@H]2C[C@@H]3C=C[C@]12O3,-5,65*
Cc1ccccc1NC(=O)Cn1cccc1-c1nnc(C2CCC2)o1,-3,-2
Cc1ccc(-c2nc(C=Nc3cc([N+](=O)[O-])ccc3C)c(O)o2)cc1,-4,4
CC1(C)Cc2c(sc3ncn4nc(-c5ccncc5)nc4c23)C(C)(C)N1,8,-3
CCC(C)NC(=O)c1cc(=O)[nH]c2ccccc12 (stereo not drawn),-3,-5
COc1cc2[nH]c(=O)n(CCCCCC(=O)NCc3cccnc3)c(=O)c2cc1OC,2,-2
N#CCCN(Cc1cccs1)S(=O)(=O)c1ccc(F)cc1,-8&-1,.
CCOC(=O)C1=C(C)N=C2SC(C)C(=O)N2C1c1cccs1 (stereo not drawn),3,.
CCOc1ccc(C2=Nn3c(nnc3C(F)(F)F)SC2)cc1,6,-1
CCC(=O)N1N=C(c2ccccc2)CC1c1cc2cc(OC)ccc2nc1Cl (stereo not drawn),6,-1
CCC1Oc2ccc(Cl)cc2N(CC(=O)NCCCOC)C1=O (stereo not drawn),-13,-9
CCOCCCNC(=O)c1cc2n(n1)CCCN(Cc1cccc(C)c1)C2=O,2,2
N#Cc1nc(-c2ccc(F)cc2)oc1N1CCCCC1,-3,9
O=C(Cc1cccs1)N1CCC(Cc2ccccc2)CC1,3&-9,-7&-10
CCOc1cc(C2C3=C(CC(C)(C)CC3=O)NC3=C2C(=O)CC(C)(C)C3)ccc1O,-8,18
Cc1ccc(OCC(=O)Nc2ccc(OC(C)C)cc2)cc1,-2,0
CC(=O)OC1CCC2(C)C(=CCC3C2CCC2(C)C(C(C)CCCC(C)C)CCC32)C1 (stereo not drawn),16,.
CCC(C)Nc1ncnc(N)c1[N+](=O)[O-] (stereo not drawn),-11&-4,.
O=C(CSc1nc2c(c(=O)n1-c1ccccc1)SCC2)c1ccc(Cl)cc1,1,-7
O=[N+]([O-])c1cccc(CN2[C@@H](COCc3ccccc3)CCC=CS2(=O)=O)c1,-3,1
N=c1c(S(=O)(=O)c2ccccc2)cc2c(=O)n3ccccc3nc2n1C1CCCCC1,-4,-1
CNC(=O)C1CCCN(c2nc3ncn(CC(=O)Nc4ccccc4C)c(=O)c3s2)C1 (stereo not drawn),-5,1

(further entries)
SMILES,Pf apPOL block,mHTT-CaM PPI inh
Cc1ccc(N2C(=O)C3C4c5ccccc5C(CO)(c5ccccc54)C3C2=O)cc1Cl (stereo not drawn),3,31
CN(CC(=O)Nc1ccc2c(c1)Cc1ccccc1-2)C(=O)c1c[nH]c2ccccc12,-9,23
CCCCC(=O)N1C2=C(C(=O)c3ccccc32)C(c2ccccc2)c2c1n(C)c(=O)n(C)c2=O (stereo not drawn),0,-5
O=C(c1ccc(N2CCc3ccccc32)c([N+](=O)[O-])c1)N1CCC2(CC1)OCCO2,-6,77*
Cc1nc2ccccc2c2c1C(=O)N(N)C2=O,-4,1
Cc1ccc(F)c(N2CCN(C(=O)c3ccccc3F)C(C)C2=O)c1 (stereo not drawn),-3,9
O=C(CSc1nccn1Cc1ccccc1)c1ccc([N+](=O)[O-])cc1,4,30
CC(C)(C)c1ccc(OCC(=O)Nc2cccc(-c3nc4ncccc4o3)c2)cc1,2,3
COc1ccc(C)cc1NC(=O)C1CCCN(C(=O)c2ccccc2F)C1 (stereo not drawn),-26,32
Cc1ccc(F)cc1S(=O)(=O)Nc1ccc(Cc2ccncc2)cc1,2,5
Cc1cc(/C=C2\NC(=O)N(Cc3ccc(Cl)cc3)C2=O)c(C)n1-c1ccc(C#N)cc1,-4,51*
COc1ccc(/C=C2\SC(=O)N(CC(=O)NCCO)C2=O)cc1OC,-4,2
CC(=O)N1CCN(C(=O)CCN2CCc3sccc3C2c2cccc(F)c2)CC1 (stereo not drawn),-4,10
CN(C)CCCNS(=O)(=O)c1ccccc1,0,-4
COc1ccc(C(=O)COc2ccc3c(c2)OC(=Cc2ccc(OC)c(OC)c2)C3=O)cc1,-8,-8
CCN1CCN(C(=O)c2ccc(-c3nc4ccccc4n(C)c3=O)cc2)CC1,-5,-2
CCOC(=O)c1ccc(Oc2c(C)oc3c(CN4CCN(C)CC4)c(O)ccc3c2=O)cc1,-4,4
COc1cc(C=O)cc(I)c1OCc1ccc(F)cc1,-8,-15
Cc1oc(C2CCN(C(=O)Nc3ccc4c(c3)CCC4)CC2)nc1C(=O)N1CCCCC1,-7,6
O=C1c2ccccc2C(=O)N1CSc1nc2ccccc2s1,.,-9
COc1ccc(Cn2cc(F)c(=O)n(CCC(C)C)c2=O)cc1[N+](=O)[O-],-5,-4
O=C(c1cccs1)c1ccc(OCc2nn[nH]n2)c(Cl)c1Cl,0,2
COc1ccc(OC)c(NC(=O)N2CCCC2c2cc(C(C)C)no2)c1 (stereo not drawn),-2,4
N#CC1=CN(c2ccc(F)c(Cl)c2)c2cc(F)ccc2S1(=O)=O,-4,-1
CCN1CCC2(CC1)N=C(c1ccccc1O)CC(c1cccc(OC)c1O)N2 (stereo not drawn),-2,16
COc1ccc(OC)c(CNC(=O)CC2CCN(C(=O)c3ccccc3)CC2)c1,-3,2
Cc1cccc(-n2nnc(C(=O)NC3CCCc4ccccc43)c2N)c1 (stereo not drawn),-4,4
Cc1ccc(NC(=O)CCn2c(=O)[nH]c3ccsc3c2=O)cc1C,-6,3
CCOC(=O)N1CCN(C(=O)CN(C)c2nc3c(Cl)cccc3s2)CC1,-6,5
COc1cccc(C=C2Oc3cc(OCC#N)ccc3C2=O)c1,3,-1
Cc1ccc(C(=O)Nc2c(C)nc3scc(C)n3c2=O)cc1,3,-3
Cc1ccnc(N2CCCC(C(=O)N3CCCCCC3)C2)n1 (stereo not drawn),-4,-2
CCN(Cc1ccncc1)C(=O)C(CO)c1ccccc1 (stereo not drawn),13,.
COc1ccc(OCC2CN(C(=O)c3ccc(F)cc3)CCO2)cc1 (stereo not drawn),-3,-5
CCn1c2ccccc2c2cc(C(C)=O)ccc21,-6,-14
COc1cc(/C=C2/C(=O)N(c3ccc(C)c(Cl)c3)N=C2C)ccc1O,-2,52*
COc1ccc(NC(=O)CSc2ncccn2)cc1,2&-8,-2&-1
Cc1c(Cl)cccc1N1C(=O)CSC12C(=O)Nc1ccccc12 (stereo not drawn),-2,4
COc1ccc2cc3cc(C(=O)N4CC(C)CC(C)C4)oc3nc2c1 (stereo not drawn),0,-5
O=C(NC1CCS(=O)(=O)C1)c1sc2cccc(Cl)c2c1Cl (stereo not drawn),-1,6

Complete entries, looked up by structure. Values in the order: Pf apPOL block	mHTT-CaM PPI inh
COc1ccc(NC(=O)CSc2ncccn2)cc1 as listed: 2&-8	-2&-1
CCn1c2ccccc2c2cc(C(C)=O)ccc21 as listed: -6	-14
COc1ccc(OCC2CN(C(=O)c3ccc(F)cc3)CCO2)cc1 (stereo not drawn) as listed: -3	-5

(next part)
SMILES,Pf apPOL block,mHTT-CaM PPI inh
O=C(c1ccc(OCC2CCN(C(=O)C3CC3)CC2)cc1)N1CCCCC1,-2,-7
O=C(O/N=C(/c1ccc2c(c1)OCO2)N1CCCCC1)c1ccccc1,3,i
Fc1cc(F)cc(CN2CCn3cnnc3C2)c1,-2,5
O=C(Cn1nnc2ccccc2c1=O)NCCc1ccccc1,-3,10
COc1cc(C2C3=C(CCCC3=O)Nc3c2c(=O)n(C)c(=O)n3C)ccc1O (stereo not drawn),-4,1
Cc1cccn2cc(C(=O)N3CCN(c4ccccn4)CC3)nc12,-3,-5
Cc1ccc(N(Cc2ccccc2C)S(C)(=O)=O)cc1,13,-1
